Source: PubChem BioAssay
EBNA-1 inh: blocks EBNA-1 binding to DNA; EBNA-1 DNA binding, fluorescence polarization; 300,000 tested, 0.34% active; inhibition, % at 14.8 µM; AID 1950; in the data active means inhibition above about 28%
Fh CTSL1 inh: blocks F. hepatica cathepsin L1 in PFM18AAP counter-screen. recombinant F. hepatica cathepsin L1, Z-Leu-Arg-MCA fluorescence. inhibition, % at 5.96 µM. 300,000 tested, 0.49% active;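 active means inhibition above the mean of all tested compounds plus 3 SD, set per screening campaign, cut at about 17% in these data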;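 further: 0% = plate median of test compound wells and 100% = 1 µM Z-Phe-Ala-diazomethylketone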
PP1 counter: counter-screen for PP5 inhibitors: inhibitors of human PP1-alpha | P62136 | purified PP1alpha, OMFP fluorescence | inhibition, % at 6.7 µM | 320,000 tested, 0.9% active | AID 2235;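 active means inhibition above the mean inhibition of all tested compounds plus 3 SD, computed separately for each screening campaign, cut at about 15% in these data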
Target sequence (P62136 whole entry, looked up): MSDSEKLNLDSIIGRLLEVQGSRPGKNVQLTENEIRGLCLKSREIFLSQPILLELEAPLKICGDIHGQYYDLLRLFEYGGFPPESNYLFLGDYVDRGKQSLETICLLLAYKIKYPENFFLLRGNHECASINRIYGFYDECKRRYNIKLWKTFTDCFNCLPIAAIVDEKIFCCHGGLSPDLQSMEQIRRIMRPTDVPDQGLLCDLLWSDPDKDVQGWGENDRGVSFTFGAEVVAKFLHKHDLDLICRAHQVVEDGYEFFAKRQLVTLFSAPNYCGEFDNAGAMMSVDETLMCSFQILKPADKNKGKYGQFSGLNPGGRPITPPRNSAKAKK
TPT1 inhibitor: blocks Candida albicans tRNA 2'-phosphotransferase. recombinant caTPT1, FP RNA substrate dephosphorylation. 300,000 tested, 0.81% active. inhibition, % at 5 µM. AID 1962;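 active means inhibition above the mean of all tested compounds plus 3 SD, set per screening campaign, cut at about 24% in these data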;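 further: plate controls were DMSO alone for no effect and ferristatin control at 100 nM for full effect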
core dimer inh: HCV core protein dimerization inhibition. inhibition, % at 5 µM. TR-FRET GST/Flag-core106 dimerization, 1536-well. AID 1899. 300,000 tested, 0.33% active;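 active means inhibition above the mean of all tested compounds plus 3 SD, set per screening campaign, cut at about 45% in these data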
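test system = GST/Flag-tagged HCV core106 proteins | probe or stimulus = Eu donor and XL665 acceptor anti-tag antibodies | times = compound-protein-antibody incubation 4 h at 22.5 °C | signal = TR-FRET, excitation 340 nm, emission 617 and 671 nm | measure = percent inhibition of core106 dimerization signal | controls = wells lacking GST-core106 and wells with excess unlabelled core106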
CR mimetic SO: lowers age-related superoxide in aged yeast cells | S. cerevisiae aged cells, superoxide DHE fluorescence; stronger effect = lower value | superoxide response (% of plate mean), % at 10 µM | 330,000 tested, 0.18% active;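 active means superoxide response under a set limit, about three screen SD below normal, cut at about 65% in these data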;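 further: yeast aged for seven days with compound at 30 °C before DHE staining; 100% = average MFI of all compound-treated wells on the plate with controls excluded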
PP5 inh: blocks human protein phosphatase 5 activity | inhibition, % at 6.7 µM | 320,000 tested, 0.18% active | AID 1987 | P53041 | purified PP5c, OMFP substrate fluorescence;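 active means inhibition above the campaign's mean inhibition across all tested compounds plus 3 SD, cut at about 9.5% in these data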;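 further: 0% = DMSO only and 100% = 100 µM cantharidin control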
Target sequence (P53041 whole entry, looked up): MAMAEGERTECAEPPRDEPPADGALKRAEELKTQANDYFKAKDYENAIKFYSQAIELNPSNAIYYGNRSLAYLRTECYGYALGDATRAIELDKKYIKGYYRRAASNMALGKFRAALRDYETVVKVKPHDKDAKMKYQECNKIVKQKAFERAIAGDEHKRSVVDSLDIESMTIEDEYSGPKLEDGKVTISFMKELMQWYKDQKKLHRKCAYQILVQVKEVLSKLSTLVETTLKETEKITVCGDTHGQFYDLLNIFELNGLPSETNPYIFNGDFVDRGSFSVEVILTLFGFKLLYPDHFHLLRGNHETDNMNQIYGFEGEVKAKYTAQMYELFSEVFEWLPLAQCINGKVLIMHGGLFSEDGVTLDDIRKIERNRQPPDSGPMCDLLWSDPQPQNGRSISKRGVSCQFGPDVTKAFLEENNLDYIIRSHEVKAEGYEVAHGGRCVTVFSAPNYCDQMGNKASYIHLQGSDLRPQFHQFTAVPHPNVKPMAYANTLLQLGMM
ZTA DNA inh: blocks Epstein-Barr virus ZTA, an EBNA-1 counter-screen; P03206; ZTA-DNA binding, fluorescence polarization; inhibition, % at 11 µM; 320,000 tested, 0.15% active; AID 2234; in the data active means inhibition above about 33%
Target sequence (P03206 whole entry, looked up): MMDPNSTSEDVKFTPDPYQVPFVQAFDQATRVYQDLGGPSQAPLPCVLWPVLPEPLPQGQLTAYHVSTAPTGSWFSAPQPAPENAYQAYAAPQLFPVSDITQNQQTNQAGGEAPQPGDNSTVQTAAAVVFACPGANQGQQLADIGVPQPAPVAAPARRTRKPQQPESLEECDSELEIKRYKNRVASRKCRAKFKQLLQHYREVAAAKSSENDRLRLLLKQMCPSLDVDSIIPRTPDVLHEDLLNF
JMJD2C inh: inhibitors of human GASC-1 (JMJD2C) demethylase. Q9H3R0. 330,000 tested, 0.069% active. inhibition, % at 2.35 µM. GST-JMJD2C(1-420) H3K9me3 demethylation, DELFIA europium. AID 2099;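 active means more than half of a compound's replicate wells show inhibition beyond 50%, single wells judged on their own value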;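 further: signal counts dimethyl H3K9 product captured on neutravidin plate; 0% = median of DMSO wells and 100% = 0.3 times that DMSO median; strong numbers were not always called active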
An asterisk follows results filed as active; . = not tested or not shown; & = joins results of further samples.

SMILES	EBNA-1 inh	Fh CTSL1 inh	PP1 counter	TPT1 inhibitor	core dimer inh	CR mimetic SO	PP5 inh	ZTA DNA inh	JMJD2C inh
O=C(OCc1nnc(-c2ccc([N+](=O)[O-])cc2)o1)C1CCN(C(=O)c2ccc(F)cc2)CC1	.	.	0	.	.	117	-0.8	-1	5
Cc1ccc(C(=O)NC(=S)NNC(=O)CCN2CCOCC2)cc1	-3	0	0	-4	-2	98	-0.3	5	-2
COC(=O)c1nn(-c2ccc(OC)cc2)c(=O)cc1O	-9	4	4	-3	0	82	-6.5	0	5
COc1nc(OC)nc(N2CCC(C(=O)NCc3ccco3)CC2)n1	-6	-2	-7	2	1	118	3.4	-1	-17
CCSc1nnc(-c2ccc(OC)cc2)o1	1	2	-1	1	-3	100	-1.8	0	-46
Cc1ccc(NC(=O)CN2CCN(CCN=CC3=C(O)CC(C)(C)CC3=O)CC2)cc1	-6	0	-3	-6	-9	100	1.0	6	1
CCCN1Cc2cccc(C(=O)NCCc3cccc(C)c3)c2C1=O	-11	-5	2	-3	2	106	0.2	-14	-7
O=C1c2ccccc2C(=O)N1CCCCN(C(=O)c1cc([N+](=O)[O-])ccc1Cl)c1ccc(Cl)cc1	-18	-7	3	0	15	95	3.8	-5	-6
Cc1cc(C)c(OCC(=O)OCC(=O)NCC2CCCCC2)c(C)c1	5	-5	0	-3	2	88	1.6	16	-1
O=C1Nc2ccc(Br)cc2C1(O)Cc1ccncc1 (centres undefined)	11	0	-2	-3	-5	87	-2.5	10	-2
Cc1ccc(OCc2cc(C(=O)Nc3ccccc3)oc2C)cc1	3	0	1	5	6	90	0.9	9	0
CCCCCn1c(N(C)Cc2ccccc2)nc2c1c(=O)[nH]c(=O)n2C	-2	7	3	-2	-2	99	0.0	5	16
O=C(C1=NNCC1c1ccccc1)C1OC1c1ccccc1 (centres undefined)	-3	1	0	-2	-6	96	-0.1	-3	-33
CCC(C)(C(=O)Nc1c(C)cccc1C)N(C)C(=O)c1ccc2ccccc2n1 (centres undefined)	0	0	-2	-4	1	105	0.7	1	-7
CCOCCCNC(=S)NCCNc1nc2c(C)cccc2cc1C#N	-4	14	-5	3	1	116	1.4	0	0
Cc1nnsc1C(=O)Nc1cccc(Cl)c1C	2	9	-2	0	0	111	-3.6	2	-1
CC(C)CC(C(=O)OCC(=O)Nc1ncc(Cl)cc1Cl)N1C(=O)c2ccccc2C1=O (centres undefined)	-8	-3	3	-1	31	96	2.0	13	3
NCCCC[C@H]1CNC(=O)C(=O)N1CCCCC1CCCCC1	6	-3	-4	-2	-1	103	0.6	11	-3
CCCCN(C)CCNC(=O)CCNC(=O)Cn1ccc2ccccc2c1=O	-1	-3	-2	0	-4	96	-2.3	12	8
COC(=O)CSc1nc(C(C)C)nc2ccccc12	-7	2	-7	-2	1	92	1.5	-13	8
Cc1ccc2c(c1)-c1ncc(C(=O)c3cc(Br)ccc3O)cc1CO2	7	1	2	-2	1	97	0.5	6	-4
O=C(c1ccc(S(=O)(=O)Nc2ccccc2Cl)cc1)N1CCOCC1	0	2	-7	-2	-2	106	-1.2	-1	-3
COc1cccc2c(SCC(=O)N/N=C/c3ccc(O)c(O)c3)cc(C)nc12	-19	3	0	-1	10	92	3.8	-9	11
COc1cccc(OCCn2c(C)c(/C=N/n3cnnc3)c3ccccc32)c1	-6	4	8	-3	2	94	1.7	-4	0
C=CCNC(=O)c1ccccc1NS(=O)(=O)c1ccc(SC)cc1	6	2	-1	-4	-4	94	1.9	-5	1
Oc1ccc(-c2csc(-c3cccnc3)n2)c(O)c1	9	1	1	-3	-3	78	2.7	-7	13
CN(C)C(CNC(=O)c1ccco1)c1cccs1 (centres undefined)	-5	-2	-4	2	1	99	0.1	6	-4
COC(=O)[C@@H]1CCCN1Cc1c(C(=O)N2CCOCC2)nc2c(C)cccn12	1	-1	-1	-2	-1	103	-1.4	-6	-9
Cc1ccc(O)c(NC(=O)c2cc(-c3ccccc3Cl)on2)c1	2	2	1	-2	-10	111	-1.5	-7	-7
Nc1ccc(-c2nc3cc([N+](=O)[O-])ccc3o2)cc1	14	2	-5	-3	14	118	2.5	-7	63
COc1ccc(CC2c3cc(OC)c(OC)cc3CC[N+]2(C)CCC(=O)OCCCCCOC(=O)CC[N+]2(C)CCc3cc(OC)c(OC)cc3C2Cc2ccc(OC)c(OC)c2)cc1OC (centres undefined)	-4	1	-3	0	-4	112	2.2	1	.
O=C(CC(SCCO)c1ccc(F)cc1)c1ccco1 (centres undefined)	-2	-2	-5	5	-2	101	0.2	-3	2
CC(C)NS(=O)(=O)c1ccc(OCC(=O)Nc2cccc3ccccc23)cc1	6	-3	-1	2	0	82	-0.1	16	3
COc1cccc(NC(=O)CSc2nc3ccccc3n2C)c1	-5	4	5	-2	-4	89	-0.1	-8	18
CCN(CC(=O)Nc1c(F)cccc1F)C(=O)CCNS(=O)(=O)c1ccccc1C(F)(F)F	-8	0	-3	1	0	92	-0.9	0	-9
CCOC(=O)c1c(NC(=O)CSc2nnnn2-c2ccc(OC)cc2)sc(C)c1C	17	-2	2	1	7	92	2.5	-7	8
c1coc(CNc2nc(-c3ccncc3)cs2)c1	11	-1	1	-4	5	92	-0.9	0	7
CCOC(=O)c1c(NC(=O)C2=C(C)NC(=S)NC2c2ccc(CC)cc2)sc(C)c1C (centres undefined)	-4	15	12	0	5	101	-7.0	-6	18
COc1ccc(NC(=O)c2cc(CC(C)C)on2)cc1OC	7	1	3	-1	0	77	0.5	7	8
Nc1ccccc1SC/C=C/CSc1ccccc1N	-9	-1	0	-4	4	101	2.4	-16	-11
CSc1ccc(C#N)cc1NC(=O)c1ccc(Cl)nc1	-4	-3	0	-1	-3	98	1.7	5	20
CC1Cc2ccccc2N1C(=O)CCNS(=O)(=O)c1cccc2nsnc12 (centres undefined)	-7	9	-2	-10	-3	95	-4.6	-7	.
CC(C)CN(C(=O)CN(C)C(=O)c1ccco1)c1c(N)n(CC(C)C)c(=O)[nH]c1=O	1	1	-2	0	-4	106	1.1	8	15
Cc1oc(-c2ccc(Cl)cc2)nc1CN1CCCN(C(=O)c2ccco2)CC1	-8	2	-4	2	10	102	0.9	0	9
Cc1ccccc1CSCc1nc2ccccc2[nH]1	-3	-4	2	-2	5	98	0.7	14	17

Reprinted at random: 2 entries already listed
SMILES	EBNA-1 inh	Fh CTSL1 inh	PP1 counter	TPT1 inhibitor	core dimer inh	CR mimetic SO	PP5 inh	ZTA DNA inh	JMJD2C inh
CCN(CC(=O)Nc1c(F)cccc1F)C(=O)CCNS(=O)(=O)c1ccccc1C(F)(F)F	-8	0	-3	1	0	92	-0.9	0	-9
Cc1ccc(NC(=O)CN2CCN(CCN=CC3=C(O)CC(C)(C)CC3=O)CC2)cc1	-6	0	-3	-6	-9	100	1.0	6	1

New compounds follow.
SMILES	EBNA-1 inh	Fh CTSL1 inh	PP1 counter	TPT1 inhibitor	core dimer inh	CR mimetic SO	PP5 inh	ZTA DNA inh	JMJD2C inh
O=C(CN1C(=O)COc2ccccc21)N1CCN(C2CCCCC2)CC1	6	0	-3	0	-1	103	0.4	13	-2
CCOc1ccccc1OCCCC(=O)N1CCN(S(=O)(=O)c2ccc(C)cc2C)CC1	.	.	1	.	.	84	1.1	-2	-1
Cc1nn(-c2ccccc2)c2sc(C(=O)OCn3nnc4ccccc4c3=O)cc12	35*	-1	-1	-3	4	118	0.8	-23	9
CCNC(=O)Nc1cc(S(=O)(=O)Nc2ccc(OC)cc2)ccc1N1CCOCC1	.	.	-2	.	.	98	1.9	12	1
CN1CCN(c2ccc(NC(=O)CSc3ccccc3)cc2F)CC1	5	-1	1	1	-3	99	-1.0	-2	-2
COC(=O)c1ccc(Nc2cc(C)nc3ccccc23)cc1	-10	1	-6	1	-4	106	4.0	4	0
N#CCCN(/N=C/c1cccnc1)C1=NS(=O)(=O)c2ccccc21	-9	-1	-2	0	2	109	-0.5	4	15
CN(C)c1ccc(C(=O)Nc2cccc(S(=O)(=O)NC3=NCCCCC3)c2)cc1	.	.	-3	.	.	82	2.3	-8	0
Cn1c(=O)[nH]c(=O)c2c1nc(N1CCCCCC1)n2CCSc1nc2ccccc2o1	8	1	-2	-4	-11	82	0.2	9	1
CN1CCC(OC(=O)COc2ccc(Br)cc2)CC1	1	-8	-2	3	1	136	1.7	-7	11
CC(=O)Nc1ccc(C(=O)OCc2ccc(F)cc2)cc1	13	3	-2	2	-4	105	0.7	-15	-3
O=C(Nc1ccccc1F)C(=O)Nc1cccc2ccccc12	-13	0	-1	-3	-3	92	1.4	-11	-16
COc1ccc(-n2nc(C(=O)NCC(=O)O)c3ccccc3c2=O)cc1	9	-4	-2	-1	-1	103	2.2	4	78
O=C(COC(=O)c1ccc(O)cc1)NCCc1c[nH]c2ccccc12	.	.	-1	.	.	106	4.7	1	-1
COc1ccc(C(=O)c2c(NC(C)=O)sc3c2CCN(C(=O)OC(C)(C)C)C3)cc1	6	0	-8	2	9	104	0.7	14	14
COc1cc(CNCCc2ccc(S(N)(=O)=O)cc2)ccc1OCC(=O)N1CCCCC1	-2	-4	-5	0	-3	91	-0.6	-1	1
O=C(C[n+]1ccccc1)N/N=C/c1ccccc1[N+](=O)[O-]	4	6	0	-4	0	96	3.1	-4	13
CCOc1ccc(N2CC(C(=O)NC3CCSC3=O)CC2=O)cc1 (centres undefined)	-1	0	1	-3	-8	94	1.2	-15	1
CCOC(=O)C1CCN(C(=O)COc2ccc(Cl)cc2C)CC1	-1	-2	2	8	7	108	4.0	11	-7
O=C(CC1C(=O)Nc2ccccc2N1CC(=O)N1CCCC1)Nc1ccc(Br)cc1 (centres undefined)	.	.	-3	.	.	102	2.7	-19	.
Cc1ccc(NC(=O)Cn2cccc2)cc1	5	-2	-3	-1	0	100	-2.5	-8	1
Cc1cc(C)nc(Nc2n[nH]c(COc3ccc4ccccc4c3)n2)n1	0	2	2	3	4	95	3.1	4	3
COc1ccc(F)cc1C(=O)C1CCCN(Cc2c[nH]c3ccccc23)C1 (centres undefined)	-10	3	-2	0	-8	96	5.3	-21	3
COc1ccc(OC)c(S(=O)(=O)N2CCCC(C(=O)N3CCCCCC3)C2)c1 (centres undefined)	8	-5	10	-2	8	110	-0.3	-6	-1
O=C(NCc1ccc2c(c1)OCO2)c1ccc(NS(=O)(=O)c2ccc3c(c2)OCCO3)cc1	-8	4	-2	1	0	96	3.6	1	3&-10
CCOC(=O)C(Cc1ccccc1)NC(=O)CCCC(=O)c1ccccc1 (centres undefined)	5	-4	2	-3	-6	93	3.0	-16	-3
CC(C)CNc1nc(Oc2ccc(=O)[nH]n2)nc(N(C)C)n1	-1	-2	0	-1	-1	95	0.4	5	-18
CCCn1c(C)cc(C(=O)COC(=O)c2c(C)nn(-c3ccccc3)c2C)c1C	0	1	2	-7	12	105	-1.1	4	2
Cn1c(COc2ccccc2)nnc1SCC(=O)Nc1ccc(N2CCOCC2)c(Cl)c1	21	1	-6	0	3	118	-0.4	16	3&-5
O=C(O)c1cccc(Oc2ccc([N+](=O)[O-])cc2)c1	-3	-1	9	-6	1	98	-0.2	12	1
O=c1c2cn[nH]c2[nH]c(=S)n1-c1ccccc1F	-9	-3	10	-2	-2	98	3.1	3	-4
S=C1NC2=C(CCCC2=C2SCCCS2)C(c2ccccc2)N1 (centres undefined)	4	1	9	-1	48*	96	-0.3	4	1

Entries of single compounds from above. Values in the order: EBNA-1 inh, Fh CTSL1 inh, PP1 counter, TPT1 inhibitor, core dimer inh, CR mimetic SO, PP5 inh, ZTA DNA inh, JMJD2C inh
`N#CCCN(/N=C/c1cccnc1)C1=NS(=O)(=O)c2ccccc21` as listed: -9, -1, -2, 0, 2, 109, -0.5, 4, 15
`COC(=O)c1ccc(Nc2cc(C)nc3ccccc23)cc1` as listed: -10, 1, -6, 1, -4, 106, 4.0, 4, 0
